Screening results: PubChem, several laboratories
NALP1 yeast inh = NALP1 inflammasome inhibitors in reconstituted yeast, colorimetric, S. cerevisiae, triplicate retest | 280,000 tested, 0.61% active | inhibition, % at 10 µM | S. cerevisiae NALP1/ASC/caspase-1 growth, X-gal OD620, 72 h; in the data active = inhibition mostly above about 24%, no sharp cut-off; inactive = mostly below about 32%; also: some compounds called inactive have numbers as strong as hits
OXTR potentiator = human OXTR potentiators, primary screen, fluorescence, CHO-OTR cells, Fluo-8 calcium. Oxytocin receptor (Homo sapiens), P30559. Fluo-8 calcium fluorescence, potentiator mode; 0% = oxytocin EC15, 100% = EC100. activation, % at 3 µM. 320,000 tested, 0.061% active. AID 2445, 2010;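 active = activation above that plate's cutoff, the mean activation of tested compounds plus 3 SD, cut at about 6.6% in these data, passing the limit was not always enough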;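 also: 100% uses oxytocin at 75 nM as the full agonist control; some results filed as inactive read as strong as hits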
Target sequence (P30559 whole entry, looked up): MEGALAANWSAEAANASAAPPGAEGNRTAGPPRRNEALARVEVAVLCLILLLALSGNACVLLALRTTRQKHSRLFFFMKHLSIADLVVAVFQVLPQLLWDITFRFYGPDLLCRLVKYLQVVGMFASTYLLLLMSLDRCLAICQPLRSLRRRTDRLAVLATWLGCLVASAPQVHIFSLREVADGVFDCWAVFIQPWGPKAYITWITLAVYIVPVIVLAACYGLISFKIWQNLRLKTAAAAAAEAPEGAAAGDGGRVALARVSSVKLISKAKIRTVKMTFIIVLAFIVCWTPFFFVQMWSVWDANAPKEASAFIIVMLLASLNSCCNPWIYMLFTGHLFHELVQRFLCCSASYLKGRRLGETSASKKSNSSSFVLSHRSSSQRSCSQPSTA
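assay system = CHO-OTR cells, human receptor | schedule = compound 6 min at room temperature before oxytocin, 100 s read | detection = Fluo-8 intracellular calcium fluorescence, ex 470-495, em 515-575 nm | evaluation = normalized max/min fluorescence ratio, % activation | control set = EC15 oxytocin alone as 0%, 75 nM oxytocin (EC100) as 100%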
OXTR agonist = human OXTR agonists, primary screen, fluorescence, CHO-OTR cells, Fluo-8 calcium | Oxytocin receptor (Homo sapiens), P30559 | Fluo-8 calcium fluorescence; normalized: DMSO 0%, oxytocin 100% | activation, % at 3 µM | 320,000 tested, 0.32% active | AID 2435, 2010;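 active = activation above the mean of all tested compounds plus 3 SD, cutoff set per screening run, cut at about 20% in these data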;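 also: peak over basal fluorescence ratio from a 100 s FLIPR kinetic read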
GalR3 antagonist = GalR3 antagonists in HEK293 cells, primary screen, cell-based, fluorescence readout | 360,000 tested, 0.44% active | Galanin receptor type 3 (Homo sapiens), O60755 | inhibition, % at 3 µM | HEK293 GalR3-CNG cAMP membrane potential fluorescence; galR3 body fused to GalR1 C-terminus;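 active = inhibition above the screen-wide average plus 3 SD, cut at about 13% in these data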;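 also: forskolin and galanin both at EC90 stimulate the cells; cAMP rise reported by CNG channel membrane potential dye signal; 0% = forskolin plus galanin with DMSO and 100% = forskolin alone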
Target sequence (O60755 1-299 limits assumed): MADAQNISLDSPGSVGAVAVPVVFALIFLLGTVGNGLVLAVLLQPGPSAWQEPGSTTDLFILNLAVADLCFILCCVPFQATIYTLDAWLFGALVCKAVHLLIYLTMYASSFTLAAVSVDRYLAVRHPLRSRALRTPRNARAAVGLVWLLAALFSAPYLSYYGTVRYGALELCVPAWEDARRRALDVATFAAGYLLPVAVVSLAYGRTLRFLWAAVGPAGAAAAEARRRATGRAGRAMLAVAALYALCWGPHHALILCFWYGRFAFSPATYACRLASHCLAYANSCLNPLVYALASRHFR
MEKK2 mut-MEK5 = MEK5 binding signal on mutant MEKK2 PB1, primary screen, biochemical, multiplex bead flow cytometry, Alexa488-MEK5; Alexa488-MEK5 binding to MEKK2 mutant; percent response, % at 10 µM; 290,000 tested, 0.35% active; in the data active = percent response above about 24%, passing the limit was not always enough; also: inactives centre near 1; some results filed as inactive read as strong as hits
GPR7 antagonist = GPR7 receptor antagonists, primary screen, cell-based, fluorescence, single concentration | Neuropeptides B/W receptor type 1 (Homo sapiens), P48145 | GPR7-expressing cells, fluorescence antagonist assay | inhibition, % at 4.4 µM | 290,000 tested, 1.1% active; in the data active = inhibition above about 16%, passing the limit was not always enough;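 also: cells stimulated with the agonist NPW; 0% = agonist with vehicle and 100% = vehicle without agonist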
V1aR counter = agonists of human V1a receptor, primary screen, counter-screen for OXTR agonist project, fluorescence, CHO-V1R cells. Vasopressin V1a receptor (Homo sapiens), P37288. Fluo-8 calcium fluorescence, agonist mode; 0% DMSO, 100% 3 nM vasopressin. activation, % at 3 µM. 320,000 tested, 0.25% active;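 active = activation above the mean activation of all tested compounds plus 3 SD, per screening run, cut at about 20% in these data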;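 also: signal is peak over basal fluorescence ratio across a 100 second FLIPR read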
Target sequence (P37288 whole entry, looked up): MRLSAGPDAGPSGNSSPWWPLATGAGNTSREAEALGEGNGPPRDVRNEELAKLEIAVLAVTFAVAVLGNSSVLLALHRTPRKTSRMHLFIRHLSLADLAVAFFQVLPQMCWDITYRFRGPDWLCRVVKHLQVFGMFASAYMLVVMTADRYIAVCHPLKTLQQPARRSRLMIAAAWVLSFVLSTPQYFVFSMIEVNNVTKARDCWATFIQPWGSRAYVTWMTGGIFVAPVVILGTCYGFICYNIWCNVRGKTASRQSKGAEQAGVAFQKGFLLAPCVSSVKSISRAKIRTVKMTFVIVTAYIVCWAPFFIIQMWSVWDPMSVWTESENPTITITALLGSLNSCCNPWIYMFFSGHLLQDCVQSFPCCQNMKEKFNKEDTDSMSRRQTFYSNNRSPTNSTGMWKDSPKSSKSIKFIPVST
PfM18AAP inh = PfM18AAP inhibitors, malaria aminopeptidase, primary screen, biochemical, QFRET, recombinant enzyme; 290,000 tested, 1.2% active; inhibition, % at 7.35 µM; H-Glu-NHMec fluorogenic cleavage;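 active = inhibition above the campaign mean inhibition over all tested compounds plus 3 SD, cut at about 28% in these data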;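 also: 0% = plate median of test compound wells and 100% = 2 mM ZnCl2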
MEKK2wt PB1 HTS = modulators of MEK5 binding to wildtype MEKK2, primary screen, biochemical, multiplex bead flow cytometry, Alexa488-MEK5; binding response (% of control), % at 10 µM; Alexa488-MEK5 binding to MEKK2 WT; actives lie on both sides; AID 1531, 2009; 290,000 tested, 1.1% active; in the data active = binding response below about 67% or above about 130%
Numbers without * were called inactive; nt = not tested or not shown.

SMILES	NALP1 yeast inh	OXTR potentiator	OXTR agonist	GalR3 antagonist	MEKK2 mut-MEK5	GPR7 antagonist	V1aR counter	PfM18AAP inh	MEKK2wt PB1 HTS
Cc1noc(C)c1CSc1nnnn1-c1ccc(Cl)cc1	9	-9	1.2	4	6	3	2.4	-1	99
CCOC(=O)c1cn(Cc2ccc(C)cc2)c2cc(F)ccc2c1=O	12	3	-1.2	-12	1	0	2.2	-2	98
CCC(C)(C(=O)NC1CCCC1)N(C(=O)CNC(=O)c1ccccc1)c1c(C)n(C)n(-c2ccccc2)c1=O (configuration not stated)	10	-6	-0.3	-3	-4	-1	1.0	6	91
NS(=O)(=O)c1ccc(N2C(=O)C3C4CC(C(Br)C4Br)C3C2=O)cc1 (configuration not stated)	12	nt	nt	0	0	18	nt	-7	101
O=C(COC(=O)C1CCN(c2ccc(C(F)(F)F)cn2)CC1)c1cccc(Br)c1	nt	-9	0.6	-3	nt	nt	1.8	nt	nt
COc1cc(C(=O)NC(=S)Nc2cccc3nc(C)ccc23)cc(OC)c1OC	nt	-2	-0.2	1	8	-8	1.2	3	106
CCOC(=O)C1CCN(c2c(NC3CCCCCCC3)c(=O)c2=O)CC1	23	-1	-0.5	1	6	-3	1.4	-3	116
CC(NC(=O)CSc1nnnn1C1CC1)c1ccccc1Br (configuration not stated)	nt	-1	0.8	-5	nt	nt	1.4	nt	nt
COc1cccc(-c2csc(N3CCN(CC(=O)NNC(=O)c4ccc(Cl)cc4)CC3)n2)c1	2	-8	1.4	-1	-1	-2	5.9	-1	95
O=C(NNc1cc(N2CCCC2)nc(N2CCCC2)n1)c1ccc([N+](=O)[O-])cc1	-24	-7	-2.1	-5	-5	4	-0.8	3	91
N/C(=N\OC(=O)c1ccc2c(c1)OCO2)c1cccc(Br)c1	-1	-2	-0.4	-2	2	-10	1.2	0	103
Cc1ccccc1Cn1c(=O)n(CCC(=O)NCc2ccc3c(c2)OCO3)c(=O)c2ccccc21	0	-21	-0.2	0	0	10	-1.7	9	94
O=C(COC(=O)c1ccco1)NCc1ccc2c(c1)OCO2	nt	0	0.3	-5	-2	-8	0.8	5	96
CC(CCc1ccco1)NC(=O)c1cc2c(-c3ccccc3F)nn(C)c2s1 (configuration not stated)	-11	2	-0.2	3	6	-15	1.2	-7	97
CCCCSc1nc2c(cnn2-c2ccccc2)c(=O)n1N	11	-7	-0.2	-5	3	-6	1.3	5	107
COc1ccccc1NC(=O)CN1C(=O)COc2ccc(S(=O)(=O)N3CCOCC3)cc21	7	0	-1.0	-7	4	-1	0.5	3	103
O=C(Cc1ccc(Br)cc1)Nc1ccccc1Sc1ccccc1	23	-9	1.2	-6	-1	-2	0.1	0	101
Cn1c(SCC(=O)c2cc(Cl)c(Cl)s2)nnc1-c1ccco1	14	0	-2.1	-3	-4	-8	-0.4	5	93
CCN(C[C@H]1N[C@@](C)(C(=O)OC)[C@H]2C(=O)N(C)C(=O)[C@@H]12)S(=O)(=O)c1ccc(OC)cc1	nt	6	2.7	-7	nt	nt	0.6	nt	nt
Cc1ccc(NC(=O)N(C)c2ccccc2)cc1	6	nt	nt	-12	4	-18	nt	0	102
CCCC(c1nnnn1C(C)(C)C)N1CCN(C(=O)c2ccco2)CC1 (configuration not stated)	18	0	1.1	-1	-1	8	1.1	7	108
NS(=O)(=O)c1ccc(NC(=O)CCC(=O)c2ccc(Cl)s2)cc1	11	-9	-0.2	-7	0	-5	-0.4	-4	100
COc1ccccc1N1CCN(C(=O)CSc2nc(-c3ccco3)cc(C(F)(F)F)n2)CC1	8	-7	0.4	-1	-9	-10	3.0	4	82
COc1ccc(OCCN(C)CC(=O)Nc2ccccc2SC)cc1	29	-3	0.1	-9	-9	-4	0.8	-1	88
Cc1ccc(C)n1-n1cnc2sc3c(c2c1=O)CCCCC3	-18	-5	-1.4	-1	2	-3	-0.1	-2	111
O=C(O)CN1C(=O)c2ccc(Oc3ccc([N+](=O)[O-])cc3)cc2C1=O	11	-12	0.5	-8	1	-10	-0.2	-15	100
C#Cc1ccc([C@@H]2C=C(C(=O)O)O[C@H](OCC)[C@H]2CCCO)cc1	nt	1	0.0	-3	-1	nt	1.6	nt	99
CCCn1c2ccccc2c2cc(C(=O)O)ccc21	8	-5	1.3	-3	nt	-9	0.6	5	nt
CC(=O)NC1=NN(C(C)=O)C2(CCCC2)S1	9	-4	2.2	-1	0	-6	1.3	-4	119
N#CCSc1nnc(-c2ccccc2O)n1Cc1ccccc1	-11	2	-0.3	-10	1	-7	0.1	9	103
COc1ccc(S(=O)(=O)NCC2CCCN(Cc3ccc(OC)cc3F)C2)cc1 (configuration not stated)	7	1	1.4	-7	3	-13	2.2	2	105
CC(C)[C@H](NC(=O)OC(C)(C)C)C(=O)N/N=C/c1ccc2nccnc2c1	-2	3	1.4	-2	0	-9	-1.5	4	89
CCOC(=O)/C=c1\s/c(=C\c2c(OCC)ccc3ccccc23)c(=O)n1CC(=O)NCC1CCCO1 (configuration not stated)	-2	-1	-1.7	-2	0	-4	1.1	-10	96
Cc1cc(C)cc(OCC(O)CN2CCN(C(=O)c3ccco3)CC2)c1 (configuration not stated)	8	-2	-0.4	-6	9	-12	0.0	-3	107
CCNC(=O)/C(C#N)=C/c1c(N2CC(C)OC(C)C2)nc2ccccn2c1=O (configuration not stated)	17	-10	1.2	4	-1	-17	0.8	-9	102
CCOC(=O)C1(CCc2ccccc2)CCN(Cc2ccn[nH]2)CC1	12	-7	0.9	0	-14	2	0.6	1	95
CC(=O)NC(C)(CC(=O)c1ccccc1)c1ccccc1 (configuration not stated)	nt	-3	-0.8	-1	nt	nt	-0.5	nt	nt
O=C(C1CCOCC1)N1CCC(CO)(CCc2ccccc2)CC1	-9	-3	0.3	-4	8	-1	1.2	10	102
CC(C)[C@H](NC(=O)c1cccc(S(=O)(=O)N2CCOCC2)c1)C(=O)Nc1nc2ccccc2s1	15	-8	4.4	-10	1	-11	0.8	0	108
CCN(CCCNC(=O)c1nn(C)c2c1CS(=O)(=O)c1ccccc1-2)Cc1ccccc1	23	2	-0.5	-3	9	-8	0.4	-2	108

2 of these compounds, set out differently.
canonical_smiles | NALP1 yeast inh | OXTR potentiator | OXTR agonist | GalR3 antagonist | MEKK2 mut-MEK5 | GPR7 antagonist | V1aR counter | PfM18AAP inh | MEKK2wt PB1 HTS
CCNC(=O)/C(C#N)=C/c1c(N2CC(C)OC(C)C2)nc2ccccn2c1=O (configuration not stated) | 17 | -10 | 1.2 | 4 | -1 | -17 | 0.8 | -9 | 102
CCOC(=O)C1(CCc2ccccc2)CCN(Cc2ccn[nH]2)CC1 | 12 | -7 | 0.9 | 0 | -14 | 2 | 0.6 | 1 | 95

Other structures follow.
SMILES	NALP1 yeast inh	OXTR potentiator	OXTR agonist	GalR3 antagonist	MEKK2 mut-MEK5	GPR7 antagonist	V1aR counter	PfM18AAP inh	MEKK2wt PB1 HTS
C=CCOc1cccc(C2C(C(=O)c3ccco3)=C(O)C(=O)N2CCN(CC)CC)c1 (configuration not stated)	24	-18	-0.1	6	-1	-12	-0.1	1	102
O=C(N/N=C/c1cc(Br)cc([N+](=O)[O-])c1O)c1ccc(NC(=O)c2ccc(F)cc2)cc1	16	-8	-0.4	-5	-7	2	0.4	1	94
CCn1c(CNC(=O)c2cc(OC)c(OC)c(OC)c2)cc2ccccc21	8	-14	8.0	-10	7	1	9.1	-10	104
CC(=O)c1c(C)n(CC(=O)NCc2ccc3c(c2)OCO3)c2ccccc12	-10	-10	5.4	-2	4	14	4.9	-4	102
COc1ccc(CNS(=O)(=O)c2ccc(-c3ccc(=O)[nH]n3)s2)cc1OC	-3	-10	0.7	-7	4	-4	1.9	2	104
CSc1ccc(-c2nc(CSCC(=O)NCCCN3CCCC3=O)c(C)o2)cc1	5	-4	0.6	-7	0	-21	1.1	2	100
COc1ccc(NC(=O)c2cc(-c3ccccn3)nc3c(C)cc(C)cc23)c(C)c1	6	-1	-0.9	-1	4	-11	-0.1	-1	100
Cc1ccc(NC(=S)N(Cc2cccs2)Cc2cc3cc(C)ccc3[nH]c2=O)cc1	25	-5	-1.0	-7	-1	-4	-0.3	-6	97
CCOc1cc(C(=O)OCc2cccc(OC)c2OC)ccc1OCC(=O)N1CCOCC1	nt	-5	1.4	-2	nt	nt	0.3	nt	nt
CCC1C(=O)NCCN1C(=O)c1ccc2nc(Cc3cccc(Cl)c3)oc2c1 (configuration not stated)	10	-3	0.4	1	-7	1	1.9	-1	94

Random excerpt: 2 entries already listed
SMILES	NALP1 yeast inh	OXTR potentiator	OXTR agonist	GalR3 antagonist	MEKK2 mut-MEK5	GPR7 antagonist	V1aR counter	PfM18AAP inh	MEKK2wt PB1 HTS
COc1ccc(S(=O)(=O)NCC2CCCN(Cc3ccc(OC)cc3F)C2)cc1 (configuration not stated)	7	1	1.4	-7	3	-13	2.2	2	105
O=C(NNc1cc(N2CCCC2)nc(N2CCCC2)n1)c1ccc([N+](=O)[O-])cc1	-24	-7	-2.1	-5	-5	4	-0.8	3	91

Record cards, as listed above.
CC(NC(=O)CSc1nnnn1C1CC1)c1ccccc1Br (configuration not stated) reads NALP1 yeast inh: nt; OXTR potentiator: -1; OXTR agonist: 0.8; GalR3 antagonist: -5; MEKK2 mut-MEK5: nt; GPR7 antagonist: nt; V1aR counter: 1.4; PfM18AAP inh: nt; MEKK2wt PB1 HTS: nt
O=C(COC(=O)c1ccco1)NCc1ccc2c(c1)OCO2 reads NALP1 yeast inh: nt; OXTR potentiator: 0; OXTR agonist: 0.3; GalR3 antagonist: -5; MEKK2 mut-MEK5: -2; GPR7 antagonist: -8; V1aR counter: 0.8; PfM18AAP inh: 5; MEKK2wt PB1 HTS: 96

Continued.
SMILES	NALP1 yeast inh	OXTR potentiator	OXTR agonist	GalR3 antagonist	MEKK2 mut-MEK5	GPR7 antagonist	V1aR counter	PfM18AAP inh	MEKK2wt PB1 HTS
S=C1NC[C@H](CC2CCCCC2)N1CCc1cccc2ccccc12	nt	-13	-1.4	-5	4	nt	-0.8	nt	105
O=C(CNC(=O)c1cccs1)NCC(=O)OCc1c(F)cccc1Cl	27	-7	1.1	2	2	7	1.1	-2	101
O=C(N/N=C1/CCc2ccccc21)C1CC1	7	-2	-2.0	-8	-2	-4	-0.6	-5	98
CC(C)NC(=O)c1cc(-n2cnnc2)ccc1Cl	-8	3	0.9	-7	6	8	0.3	7	104
CC[n+]1c(/C=C(\C)Nc2ccccc2)sc2ccccc21	40	-1	-0.7	2	-2	-10	1.3	21	97

An excerpt from above, reduced to V1aR counter, OXTR agonist and GalR3 antagonist.
SMILES	V1aR counter	OXTR agonist	GalR3 antagonist
O=C(CNC(=O)c1cccs1)NCC(=O)OCc1c(F)cccc1Cl	1.1	1.1	2
O=C(N/N=C1/CCc2ccccc21)C1CC1	-0.6	-2.0	-8
CC(C)NC(=O)c1cc(-n2cnnc2)ccc1Cl	0.3	0.9	-7
CC[n+]1c(/C=C(\C)Nc2ccccc2)sc2ccccc21	1.3	-0.7	2
